Compound activity as filed in PubChem BioAssay.
hIAP inh – blocks human intestinal alkaline phosphatase; inhibition, % at 10 µM; P09923; 0.12% of 330,000 active; purified IAP, CDP-Star luminescence, 30 min;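 active = inhibition reaching a set limit with compound at 10 µM in the primary screen, cut at about 35% in these data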;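 also: plate controls were DMSO wells with enzyme for no effect and no-enzyme buffer wells for full effect; values of inactives mirror those of a sister screen read the other way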
Target sequence (P09923 whole entry, looked up): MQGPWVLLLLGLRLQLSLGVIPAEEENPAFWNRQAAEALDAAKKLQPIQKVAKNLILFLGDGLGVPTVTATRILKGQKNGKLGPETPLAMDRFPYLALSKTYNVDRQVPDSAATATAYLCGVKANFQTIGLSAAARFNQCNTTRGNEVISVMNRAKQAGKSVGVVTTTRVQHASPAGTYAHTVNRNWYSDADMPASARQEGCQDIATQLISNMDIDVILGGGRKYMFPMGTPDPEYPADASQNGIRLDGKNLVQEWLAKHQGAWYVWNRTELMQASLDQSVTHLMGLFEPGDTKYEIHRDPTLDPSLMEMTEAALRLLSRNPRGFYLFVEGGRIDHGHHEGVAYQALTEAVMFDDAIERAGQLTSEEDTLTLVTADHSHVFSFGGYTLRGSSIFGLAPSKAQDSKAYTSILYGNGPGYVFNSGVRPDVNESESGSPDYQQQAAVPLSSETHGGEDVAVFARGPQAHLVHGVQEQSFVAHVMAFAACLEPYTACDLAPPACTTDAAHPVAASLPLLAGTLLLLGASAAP
NALP3 yeast inh – blocks the NALP3 inflammasome reconstituted in yeast; 0.39% of 330,000 active; inhibition, % at 10 µM; Yeast reconstituted NLRP3/ASC/caspase-1, beta-gal luminescence, 24 h; AID 2825;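 active = inhibition of 50% or more; inactive = inhibition below 50%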;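 also: plate controls were induced DMSO wells for no effect and uninduced yeast grown without galactose for full effect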
mIAP block – mouse IAP inhibition; inhibition, % at 10 µM; 0.2% of 330,000 active; purified mouse IAP, CDP-Star luminescence, 30 min; AID 2806;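 active = inhibition of at least 40% at 10 µM in the primary screen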;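 also: plate controls were DMSO with enzyme for no effect and no enzyme wells for full effect; values of inactives mirror those of a sister screen read the other way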
hIAP activ – increases human intestinal alkaline phosphatase activity; purified human IAP, CDP-Star luminescence, 30 min; active compounds read high; 1 = vehicle-only enzyme, 0 = enzyme-free background; 0.16% of 330,000 active; activation factor at 10 µM; P09923;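 active = activation factor of the enzyme at least 2-fold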; also: the source names both 10 and 20 µM as test concentration; values of inactives mirror those of a sister screen read the other way
APOBEC3A inh – human APOBEC3A DNA deaminase inhibition. AID 493011. 0.41% of 330,000 active. inhibition, % at 20 µM. recombinant A3A, FAM/TAMRA ssDNA deamination fluorescence;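 active = at least 40% inhibition at 20 µM here, with at most 30% in a related deaminase screen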;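 also: plate controls were A3A with DMSO for no effect and wells lacking A3A enzyme for full effect; some results filed as inactive read as strong as hits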
Target sequence (P31941 whole entry, looked up): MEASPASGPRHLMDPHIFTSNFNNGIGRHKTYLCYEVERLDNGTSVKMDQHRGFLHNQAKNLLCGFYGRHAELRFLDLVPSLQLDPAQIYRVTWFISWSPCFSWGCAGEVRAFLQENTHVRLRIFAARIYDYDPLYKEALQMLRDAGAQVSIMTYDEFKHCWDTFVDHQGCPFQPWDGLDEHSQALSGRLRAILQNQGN
beta cell repl – MIN6 beta-cell proliferation induction; MIN6 cells proliferation, ATPlite luminescence, 48 h; cells starved in 0.2% serum; 100% = growth in 10% serum; proliferation, % at 10 µM; 0.29% of 330,000 active;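 active = compounds whose signal lies at least 3.5 SD above the mean of all wells on their plate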;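 also: 0% = DMSO-treated cells in low-serum medium and 100% = 10% serum control; some compounds called inactive have numbers as strong as hits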
mIAP activ – mouse IAP activation | activation factor at 10 µM | muIAP, CDP-Star luminescence, 30 min; active compounds read high; 1 = vehicle-only enzyme signal, 0 = enzyme-free wells | 0.24% of 330,000 active;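 active = activation factor of at least 2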; also: the source names both 10 and 20 µM as test concentration; values of inactives mirror those of a sister screen read the other way
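also added = chemiluminescent substrate CDP-Star | test system = mouse IAP enzyme | signal = chemiluminescence readout | compound = DMSO-dissolved test compounds | incubation = 30 min at room temperature | benchmarks = DMSO wells, no-enzyme wells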
APOBEC3G inh – inhibitors of human APOBEC3G DNA deaminase; recombinant A3G, ssDNA deamination FAM/TAMRA fluorescence; inhibition, % at 20 µM; 0.28% of 330,000 active; AID 493012;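 active = inhibition of at least 40% at 20 µM, with no more than 30% in the related APOBEC3A deaminase screen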;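 also: plate controls were DMSO wells with A3G for no effect and wells lacking A3G enzyme for full effect; some compounds called inactive have numbers as strong as hits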
SENP1 FRET inh – inhibitors of human SENP1 SUMO protease catalytic domain | recombinant SENP1 catalytic domain, CyPet-SUMO1-YPet FRET cleavage | inhibition, % at 10 µM | 0.21% of 360,000 active | AID 624204;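 active = inhibition at least 30% at 10 µM, raw YFP signal under a set limit, fluorescence ratio 0.5 to 1.5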;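 also: 0% = enzyme with DMSO and 100% = no enzyme wells; some results filed as inactive read as strong as hits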
Target sequence (Q9P0U3 419-644 limits assumed): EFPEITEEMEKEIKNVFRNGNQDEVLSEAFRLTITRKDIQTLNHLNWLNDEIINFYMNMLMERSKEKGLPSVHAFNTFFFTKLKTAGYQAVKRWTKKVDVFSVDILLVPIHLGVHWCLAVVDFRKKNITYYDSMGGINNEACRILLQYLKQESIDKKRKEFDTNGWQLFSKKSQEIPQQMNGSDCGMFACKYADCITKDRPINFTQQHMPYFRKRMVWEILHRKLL
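system = hSENP1 catalytic domain, recombinant | reagent = SFCypet-SUMO1-SFYpet substrate at 25 nM | doses = one dose per compound, 10 µM, 0.5% DMSO | incubation = enzyme reaction for 50 min at room temperature, dark | measured by = FRET, CFP and YFP emission | controls = no-enzyme low, enzyme-DMSO high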
* = called active by the depositor; . = not tested or not shown. Not all compounds are listed, so the mix of outcomes need not match the whole.

SMILES	hIAP inh	NALP3 yeast inh	mIAP block	hIAP activ	APOBEC3A inh	beta cell repl	mIAP activ	APOBEC3G inh	SENP1 FRET inh
CCc1ccc(NC(=O)/C(C#N)=C/c2cc3ccc(C)cc3nc2N2CCOCC2)cc1	-10	22	20	1.1	2	0	0.8	0	30
COC(=O)c1ccc(C(=O)NCCCCO)cc1	-15	17	7	1.2	-2	0	0.93	-5	2
Cc1ccc(NC(=O)COC(=O)C2CCC2)cc1S(=O)(=O)N1CCOCC1	-10	9	-6	1.1	3	-4	1.1	5	5
Cc1ccc(/C=C2\SC(=S)N(CCCC(=O)Nc3ccccc3C(=O)O)C2=O)cc1	13	16	8	0.87	-3	-7	0.92	-8	1
CCN1CCN(S(=O)(=O)c2ccc(Cl)c(C(=O)N(C)C(c3ccccc3)c3ccccc3)c2)CC1	2	9	8	0.97	57*	-5	0.93	17	1
N#Cc1c(-c2ccc(F)cc2)noc1N	-16	11	2	1.2	1	-4	0.97	1	1
COC(=O)C1=C(Nc2ccc(C)cc2)C=C(C)C(C(=O)OC)C1c1ccc(OC)cc1 (stereo not given)	-9	-20	-1	1.1	5	-5	1	-3	-10
N#Cc1cc2c([nH]c1=O)CCCC2	2	18	-5	0.98	1	0	1.1	-3	-1
Cc1ccc2nc(-c3ccc(SCC(=O)O)nc3)[nH]c2c1	-6	8	-12	1.1	-2	-4	1.1	-5	-2
CCN1C(=O)C(O)(CC(=O)C(C)(C)C)c2cc(Br)ccc21 (stereo not given)	-15	4	1	1.1	-1	-3	0.99	-12	6
COc1ccc(-n2c(SCC(=O)O)nc3sc4c(c3c2=O)CCCC4)cc1	-17	13	0	1.2	2	-1	1	-3	3
COc1ccc(C(=O)NNC(=O)C(NC(=O)c2ccccc2NC(=O)c2ccco2)C(C)C)cc1 (stereo not given)	1	6	2	0.99	3	-1	0.98	-4	3
O=C1Nc2ccc3sc4ccccc4c3c2C1=O	-10	2	-2	1.1	-1	2	1	-5	-3
CC(C)CCNC(=O)C1C2C=CC3(CN(Cc4ccccc4Cl)C(=O)C13)O2 (stereo not given)	20	-1	-12	0.8	-3	-1	1.1	-7	1
COc1cccc(N=Nc2c(=O)[nH]n3c(=O)cc(C)[nH]c23)c1	-94	30	21	1.9	-3	-3	0.79	11	3
c1ccc(CSc2nnc([C@@H]3CCCN3)o2)cc1	11	10	3	0.89	-2	2	0.97	-10	1
CCCCNC(=O)CN1C(=O)NC(CCc2ccccc2)C1=O (stereo not given)	0	-2	2	1	-1	0	0.98	-5	-4
O=C(O)/C=C/c1ccc(Oc2ncccn2)cc1	2	-6	-10	0.98	-1	-4	1.1	-5	1
Cc1ccc(NN=C2c3ccccc3-c3ccccc32)cc1	12	24	8	0.88	-2	-6	0.92	-6	-21
Cc1cc(C)c(C)c(S(=O)(=O)N2CCN(c3ncnc4sc(C)c(C)c34)CC2)c1C	0	4	3	1	-3	-7	0.97	-8	0
COc1cc(C(=O)OCC(=O)c2cc(C)n(C)c2C)cc(OC)c1OC	-12	2	-6	1.1	-9	0	1.1	-6	1
O=C1C=C(c2cccc(CO)c2)C[C@@H](c2ccc(F)cc2)C1	-4	-12	8	1	1	-3	0.92	-4	2
Cc1cc(C)n(-c2n[nH]c(=O)c3ccccc23)n1	-4	-3	-3	1	1	-1	1	-6	3
CCOc1cccc(/C=C(\C#N)C(=O)NC2CC2)c1	4	8	-7	0.96	1	-4	1.1	-10	1
COc1ccc(C(=O)Nc2ccc(S(=O)(=O)NC(C)(C)C)cc2)cc1[N+](=O)[O-]	-3	15	8	1	5	2	0.92	-2	0
CCCCC1=C(C(=O)OCC)C(C(=O)OCC)Oc2ccccc21 (stereo not given)	.	.	5	.	4	.	0.95	6	2
COc1cccc(OC)c1C(=O)Nc1ccc(CN2CCOCC2)cc1	6	13	22	0.94	3	-1	0.79	1	2
COC(=O)CNC(c1ccccc1)c1cc(Br)ccc1NC(C)=O (stereo not given)	-9	30	2	1.1	0	2	0.98	-1	-1
O=C(NCCCO)C(=O)Nc1cc2c3c(c1)CCC(=O)N3CCC2	-7	9	6	1.1	-4	7	0.94	-7	1
CCC(C)[C@H](NC(=O)NC1CCCc2ccccc21)C(=O)O (stereo not given in full)	-18	28	-3	1.2	-3	-2	1	-5	4
CCn1c(SCC(=O)NC2CCCC2)nnc1-c1ccccn1	19	24	0	0.81	-1	-1	1	0	1
Cn1cccc1/C=C(\C#N)C(N)=S	-24	16	20	1.2	-3	0	0.8	-6	-6
O=C1NC(=O)/C(=C\c2ccc(N3CCOCC3)o2)N1	-13	9	8	1.1	-1	-2	0.92	-5	6
CCCc1nc2c([nH]1)c(=O)n(C)c(=O)n2C	13	2	5	0.87	0	-1	0.95	-3	0
CCOC(=O)C1=C(CSc2nc3c(cc2C#N)CN(C)CC3)OC(N)=C(C#N)C1c1ccncc1 (stereo not given)	5	2	4	0.95	0	-3	0.96	-6	-26
CC1CCN(S(=O)(=O)c2ccc3nc(N4CCN(c5ccccc5)CC4)ccc3c2)CC1	23	11	0	0.77	1	-5	1	-2	.
COc1ccc(C)cc1NC(=O)CCN1CCCC1	16	6	2	0.84	-2	-1	0.98	-3	-2
COC(=O)CNC(=O)c1cccc(-c2ccc(OC)cc2)c1	9	30	3	0.91	-2	1	0.97	-4	-1
CN(C)/C=N/N(C)c1ncccc1[N+](=O)[O-]	15	12	2	0.85	0	1	0.98	1	0
CCOC(=O)c1sc(NC(=O)CN2C(=O)NC3(CC(C)CC(C)(C)C3)C2=O)cc1C (stereo not given)	-21	11	-14	1.2	3	-7	1.1	5	0

Reprinted at random: 7 records from the list
SMILES	hIAP inh	NALP3 yeast inh	mIAP block	hIAP activ	APOBEC3A inh	beta cell repl	mIAP activ	APOBEC3G inh	SENP1 FRET inh
COc1ccc(-n2c(SCC(=O)O)nc3sc4c(c3c2=O)CCCC4)cc1	-17	13	0	1.2	2	-1	1	-3	3
COc1ccc(C(=O)NNC(=O)C(NC(=O)c2ccccc2NC(=O)c2ccco2)C(C)C)cc1 (stereo not given)	1	6	2	0.99	3	-1	0.98	-4	3
COC(=O)CNC(c1ccccc1)c1cc(Br)ccc1NC(C)=O (stereo not given)	-9	30	2	1.1	0	2	0.98	-1	-1
COc1cc(C(=O)OCC(=O)c2cc(C)n(C)c2C)cc(OC)c1OC	-12	2	-6	1.1	-9	0	1.1	-6	1
Cc1cc(C)n(-c2n[nH]c(=O)c3ccccc23)n1	-4	-3	-3	1	1	-1	1	-6	3
O=C(O)/C=C/c1ccc(Oc2ncccn2)cc1	2	-6	-10	0.98	-1	-4	1.1	-5	1
O=C1C=C(c2cccc(CO)c2)C[C@@H](c2ccc(F)cc2)C1	-4	-12	8	1	1	-3	0.92	-4	2

(list continues)
SMILES	hIAP inh	NALP3 yeast inh	mIAP block	hIAP activ	APOBEC3A inh	beta cell repl	mIAP activ	APOBEC3G inh	SENP1 FRET inh
O=C(/C=C/c1ccc(Cl)cc1Cl)N(Cc1ccccc1)C1CCS(=O)(=O)C1 (stereo not given)	-2	-6	12	1	-4	0	0.88	-6	2
O=C(O)C1CCN(C(=O)c2ccccc2Cl)CC1	6	2	7	0.94	1	-2	0.93	-4	1
COc1ccccc1N1CCN(C(=O)CSc2nnc(NC(=O)C3CC3)s2)CC1	9	18	0	0.91	-2	1	1	-5	1
Cc1cc(C)n(-c2ccc(C(=O)NCc3ccc(F)cc3)cc2)n1	13	10	4	0.87	2	3	0.95	0	3
C=CCOc1ccc(C2c3c(oc4ccccc4c3=O)C(=O)N2CCCN2CCOCC2)cc1 (stereo not given)	19	19	-8	0.81	-2	-1	1.1	-7	-1
O=C(c1cc(-c2ccc(Cl)cc2Cl)on1)N1CCN(C(=O)c2ccco2)CC1	-6	22	0	1.1	0	-1	1	0	2
Nc1nc(NCCN2CCOCC2)nc(NCc2ccccc2)c1[N+](=O)[O-]	1	18	-2	0.99	0	-4	1	-3	3
CC(C)(C)c1cc(NC(=O)c2cc(F)c(F)c(F)c2F)no1	9	-5	0	0.91	5	-6	1	0	2
N#CCCn1cc(C(=O)NCc2ccccc2)c(-c2cccs2)n1	-10	-11	-9	1.1	-7	-2	1.1	-5	4
O=C(NCCOC(=O)c1ccc(Cl)c(S(=O)(=O)N2CCCCC2)c1)c1ccncc1	5	-37	9	0.95	0	2	0.91	-5	1
Cc1c(CN2CCC(Oc3ccc(C(=O)N4CCCCC4)cc3)CC2)cnn1C	7	0	0	0.93	-3	-2	1	-12	-1
CCOC(=O)c1nnn(-c2nonc2N)c1CSc1nnc(N)s1	11	8	-7	0.89	5	-1	1.1	-1	1
O=C(NCc1ccccc1)c1c[nH]c2cc3c(cc2c1=O)OCCO3	14	-6	1	0.86	1	-3	0.99	-3	-1
Cc1[nH]c2ccc(C(=O)N3CCN(c4cccc(Cl)c4)CC3)cc2c1C	-20	10	-16	1.2	-2	-5	1.2	4	-3
COc1cc(OC)cc(C(=O)Nc2cc(NC(=O)c3ccco3)ccc2OC)c1	7	-9	-2	0.93	-5	6	1	-6	0
COC(=O)c1cc(-c2ccccc2)n[nH]1	-3	8	-2	1	-1	-1	1	-1	1
COC(=O)CC1C(=O)NCCN1C(=O)CSc1nc2ccccc2s1 (stereo not given)	4	4	3	0.96	-3	-4	0.97	-7	1
COc1ccc(-c2ccc3oc(-c4ccsc4)cc(=O)c3c2)cn1	6	22	-3	0.94	-4	-3	1	-7	-1

Ordered by molecular weight (high to low): some entries from above
SMILES	hIAP inh	NALP3 yeast inh	mIAP block	hIAP activ	APOBEC3A inh	beta cell repl	mIAP activ	APOBEC3G inh	SENP1 FRET inh
O=C(NCCOC(=O)c1ccc(Cl)c(S(=O)(=O)N2CCCCC2)c1)c1ccncc1	5	-37	9	0.95	0	2	0.91	-5	1
Nc1nc(NCCN2CCOCC2)nc(NCc2ccccc2)c1[N+](=O)[O-]	1	18	-2	0.99	0	-4	1	-3	3
Cc1cc(C)n(-c2ccc(C(=O)NCc3ccc(F)cc3)cc2)n1	13	10	4	0.87	2	3	0.95	0	3

Single entries from the list.
Result for C=CCOc1ccc(C2c3c(oc4ccccc4c3=O)C(=O)N2CCCN2CCOCC2)cc1 (stereo not given) in beta cell repl: -1
Result for Cc1[nH]c2ccc(C(=O)N3CCN(c4cccc(Cl)c4)CC3)cc2c1C in hIAP inh: -20
